# High-throughput results deposited in PubChem BioAssay by Southern Research Specialized Biocontainment Screening Center.
# inhibitors of VEEV: inhibitors of VEEV TC-83 cytopathic effect, confirmation, Vero cells (AID 588727); Vero cells, VEEV TC-83 cytopathic effect inhibition; higher % means a stronger effect; one-dose inhibition, % at 20 µM; IC50 in µM for titrated hits; 0.13% of 350,000 active; in the data active means a potency from the dose series; inconclusive means inhibition mostly from about 14% at the one dose, without a potency; inactive means the rest, 99 in 100 with inhibition below about 12%; further: strong numbers were not always called active
# M. tuberculosis HTS: M. tuberculosis growth inhibition, HTS (AID 449762). M. tuberculosis H37Rv growth inhibition, 7H9 media; higher % means a stronger effect. inhibition, % at 25 µM; hits with a dose series show IC50 in µM. 0.59% of 330,000 active; in the data active means a potency from the dose series; inconclusive means inhibition above about 70% without an active follow-up result;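 further: bacterial growth assessed after seven days of incubation; strong numbers were not always called active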
# Salmonella PhoP GFP: PhoP regulon inhibitors, Salmonella typhi PhoP promoter GFP reporter, confirmatory (AID 1850) | 0.33% of 310,000 active | one-dose inhibition, % at 50 µM; IC50 in µM for titrated hits | Salmonella Typhi PhoP-promoter GFP reporter, fluorescence, 4 h; higher % means a stronger effect; in the data active means a potency from the dose series; inconclusive means inhibition mostly from about 25% at the one dose, without a potency; inactive means the rest, 99 in 100 with inhibition below about 19%;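 further: 0% = induced wells with vehicle and 100% = uninduced wells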
# tuberculosis growth: growth inhibition of non-replicating M. tuberculosis (AID 488890). inhibition, % at 25 µM; hits with a dose series show IC50 in µM. Mycobacterium tuberculosis non-replicating, growth inhibition; higher % means a stronger effect. 0.39% of 320,000 active; in the data active means a potency from the dose series; inconclusive means inhibition mostly from about 82% at the one dose, without a potency; inactive means the rest, 99 in 100 with inhibition below about 76%;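 further: plate controls were DMSO cells for no effect and high antibiotic wells for full effect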
# influenza NS1A: H1N1 influenza NS1A inhibitors, functional cell based assay (AID 504329); NS1A functional cell-based assay, percent inhibition; higher % means a stronger effect; one-dose inhibition, % at 12.5 µM; IC50 in µM for titrated hits; 0.3% of 340,000 active; in the data active means a potency from the dose series; inconclusive means inhibition above about 27% without an active follow-up result; further: strong numbers were not always called active
# inhibitors of VEEV 10K pilot screen: second read-out of inhibitors of VEEV, no call of its own (marks repeat the call); inhibition, %; measured here: 10K pilot screen inhibition
# An asterisk follows results filed as active; i = inactive; ? = inconclusive; · = not tested or not shown. Hits appear at their usual frequency, and some 1.4% of all compounds hit somewhere here.
SMILES,inhibitors of VEEV,M. tuberculosis HTS,Salmonella PhoP GFP,tuberculosis growth,influenza NS1A,others
COCCNC(=O)c1cc2nc(-c3ccc(F)cc3)cc(C(F)(F)F)n2n1,0.6%,2%,5%,0%,-3%,
COc1ccc(C)cc1S(=O)(=O)NC1CCCCC1,i,5%,-6%,-6%,-3%,
CCn1c(SCC(=O)Nc2ccc3c(c2)OCCO3)nnc1-c1c[nH]c2ccccc12,5.0%,1%,1%,20%,9%,inhibitors of VEEV 10K pilot screen=1.5
CC1CCCC(NC(=O)CNC(=O)c2cccs2)C1C (configuration not stated),i,-1%,0%,2%,-4%,
N#Cc1nc(-c2ccco2)oc1N1CCc2ccccc2C1,2.5%,-1%,-1%,10%,>100µM*,inhibitors of VEEV 10K pilot screen=1.9
COc1cc(Br)cc(C(c2c(C)n(C)n(-c3ccccc3)c2=O)c2c(C)n(C)n(-c3ccccc3)c2=O)c1O,0.8%,-7%,9%,3%,·,
COc1ccc(CCN2C(=O)CSC2c2ccc(OC)c(OC)c2)cc1OC (configuration not stated),i,-2%,-6%,27%,-1%,
Cc1nc2ccc(P(=O)(O)O)cc2s1,·,-4%,-9%,-7%,·,
O=[N+]([O-])c1ccccc1NCCNS(=O)(=O)c1ccc(Cl)cc1,0.4%,12%,1%,24%,4%,
CNS(=O)(=O)c1cccc(C(=O)OCC(=O)C23CC4CC(CC(C4)C2)C3)c1,0.6%,-9%,-5%,30%,6%,
O=C(CSc1n[nH]c(-c2ccccc2O)n1)N1CCOCC1,i,-2%,1%,-7%,2%,
CC1CC(C)CN(C(=O)Cn2c(=O)oc3cc(S(=O)(=O)N4CCCC4)ccc32)C1 (configuration not stated),1.2%,2%,-3%,6%,3%,
O=C(Cc1ccc(-n2c(=O)c3ccccc3n(Cc3ccccc3Cl)c2=O)cc1)NCC1CCCO1 (configuration not stated),i,0%,-2%,19%,-6%,
CCOc1ccc(NC(=O)C2(c3ccc(OC)c(OC)c3)CCCC2)cc1,1.3%,14%,-5%,23%,2%,
COc1ccc(NC(=O)c2oc3ccccc3c2CSC)cn1,1.7%,·,·,·,-8%,
CC(C)Oc1ccc(Oc2ccc(C(F)(F)F)cn2)cc1,1.7%,4%,-13%,12%,23%,
CCOC(=O)c1c(NC(=O)c2cccs2)sc2c1CC(C)(C)OC2,6.3%,-3%,-7%,12%,-17%,
COc1cccc(CNC(=O)c2cc3oc4ccccc4c3n2C)c1OC,55%,-6%,-9%,26%,5%,
O=C(OCn1nnc2ccccc2c1=O)c1cn(-c2ccccc2)nc1-c1cccnc1,6.0%,54%,1%,13%,3%,
CC(=O)Nc1nc2c(C)c(Cl)ccc2s1,1.0%,-3%,6%,-1%,1%,
Nc1ccn(CC(=O)NCCc2ccccn2)c(=O)n1,2.3%,5%,·,-11%,7%,
CC1CC(=O)C2=C(C1)Nc1ccccc1SC2c1ccc(F)cc1 (configuration not stated),1.3%,4%,0%,17%,5%,
COc1ccccc1N1CCN(C(=O)c2cc(C(=O)N3CCN(c4ccccc4OC)CC3)cc([N+](=O)[O-])c2)CC1,0.5%,4%,-4%,·,-6%,
O=C(c1ccc2c(Cl)c3c(nc2c1)CCCC3)N1CCC(N2CCCCC2)CC1,0.4%,-1%,-3%,27%,-56%,
CCOC(=O)C1CCCN(C(=O)Cc2ccc(OC)c(OC)c2)C1 (configuration not stated),3.6%,-12%,4%,14%,6%,

# Reprinted at random: 2 entries already listed
SMILES,inhibitors of VEEV,M. tuberculosis HTS,Salmonella PhoP GFP,tuberculosis growth,influenza NS1A,others
COc1cc(Br)cc(C(c2c(C)n(C)n(-c3ccccc3)c2=O)c2c(C)n(C)n(-c3ccccc3)c2=O)c1O,0.8%,-7%,9%,3%,·,
O=C(OCn1nnc2ccccc2c1=O)c1cn(-c2ccccc2)nc1-c1cccnc1,6.0%,54%,1%,13%,3%,

# An excerpt from above in order of SMILES length, descending:
SMILES,inhibitors of VEEV,M. tuberculosis HTS,Salmonella PhoP GFP,tuberculosis growth,influenza NS1A,others
CCn1c(SCC(=O)Nc2ccc3c(c2)OCCO3)nnc1-c1c[nH]c2ccccc12,5.0%,1%,1%,20%,9%,inhibitors of VEEV 10K pilot screen=1.5
CC1CC(=O)C2=C(C1)Nc1ccccc1SC2c1ccc(F)cc1 (configuration not stated),1.3%,4%,0%,17%,5%,
CC(=O)Nc1nc2c(C)c(Cl)ccc2s1,1.0%,-3%,6%,-1%,1%,

# Returning to the listing with the 7 entries that preceded the break.
SMILES,inhibitors of VEEV,M. tuberculosis HTS,Salmonella PhoP GFP,tuberculosis growth,influenza NS1A,others
O=C(OCn1nnc2ccccc2c1=O)c1cn(-c2ccccc2)nc1-c1cccnc1,6.0%,54%,1%,13%,3%,
CC(=O)Nc1nc2c(C)c(Cl)ccc2s1,1.0%,-3%,6%,-1%,1%,
Nc1ccn(CC(=O)NCCc2ccccn2)c(=O)n1,2.3%,5%,·,-11%,7%,
CC1CC(=O)C2=C(C1)Nc1ccccc1SC2c1ccc(F)cc1 (configuration not stated),1.3%,4%,0%,17%,5%,
COc1ccccc1N1CCN(C(=O)c2cc(C(=O)N3CCN(c4ccccc4OC)CC3)cc([N+](=O)[O-])c2)CC1,0.5%,4%,-4%,·,-6%,
O=C(c1ccc2c(Cl)c3c(nc2c1)CCCC3)N1CCC(N2CCCCC2)CC1,0.4%,-1%,-3%,27%,-56%,
CCOC(=O)C1CCCN(C(=O)Cc2ccc(OC)c(OC)c2)C1 (configuration not stated),3.6%,-12%,4%,14%,6%,
O=C(O)CCSc1ccc([N+](=O)[O-])cc1[N+](=O)[O-],?,13%,-8%,73%,7%,
FC(F)(F)c1ccc(-n2cn[nH]c2=S)cc1,i,-3%,3%,7%,9%,
O=S(=O)(CCN1CCOCC1)c1ccccc1,i,0%,11%,-7%,-5%,
COc1cc(OC)c(NC(=O)CN(C)S(=O)(=O)c2ccc(-c3ccc(=O)[nH]n3)s2)cc1Cl,7.0%,-6%,-4%,10%,3%,
CS(=O)(=O)c1ccc(Cl)c(NC(=O)C2CC(=O)N(c3ccc4c(c3)OCCO4)C2)c1 (configuration not stated),0.8%,-3%,-7%,-3%,-1%,
COC(=O)[C@]1(C)N[C@H](CN(C)C(=O)C2CCCCC2)[C@@H]2C(=O)N(Cc3ccccc3)C(=O)[C@@H]21,i,-4%,·,1%,-3%,
CC(C)c1ccc(NC(=O)Cn2nnc(C(=O)NCc3ccco3)c2N)cc1,3.9%,3%,-4%,-8%,10%,
N#C/C(=C\c1ccccc1O)C(=O)Nc1cccnc1,2.0%,-5%,10%,26%,-7%,
CC(NC(=O)/C(=C/c1ccc(OC(F)F)cc1)c1ccccc1)c1ccccc1 (configuration not stated),2.0%,2%,11%,34%,15%,
C/C(=N\Nc1cccc(C(=O)O)c1)c1ccc2c(c1)Nc1ccccc1S2,0.5%,18%,11%,-7%,16%,
N#Cc1cc2c([nH]c1=S)CCCC2,i,-7%,-8%,-6%,6%,
CCN(CC(=O)Nc1ccccc1-c1ccccc1)Cc1nc2ccccc2c(=O)[nH]1,6.5%,9%,-2%,44%,1%,
CCOC(=O)N1CCN(C(=O)c2cc(S(=O)(=O)N3CCc4ccccc43)ccc2OC)CC1,7.2%,2%,2%,7%,-5%,
C=CCNc1nc(NCc2ccco2)nc(OCC)n1,1.2%,1%,-6%,-3%,4%,
COc1ccc(N2CCN(Cc3cc(=O)oc4cc5c(cc34)CCCC5)CC2)cc1,i,-2%,-4%,1%,-1%,
Cc1cc(S(=O)(=O)N2CCCC2)ccc1OCC(=O)Nc1ccccc1,1.4%,-16%,-1%,-9%,22%,
COC(=O)C1=C(c2c(C)noc2C)C[C@@H]2CC[C@H]1N2C(=O)NCc1ccc(F)cc1,0.5%,-15%,·,21%,-4%,
O=C(O)c1n[nH]c2c1CCCCC2,1.5%,-12%,12%,13%,-39%,
CCOC(=O)N1CCC(N2C(=O)c3ccc(C(=O)O)cc3C2=O)CC1,1.0%,-7%,2%,1%,15%,inhibitors of VEEV 10K pilot screen=0.9
O=C(OCC1CC(c2ccccc2)=NO1)c1ccc(Cl)cc1 (configuration not stated),0.3%,32%,15%,·,4%,
COc1cc(CNS(=O)(=O)c2ccc3c(c2)CC(C)N3C(C)=O)cc(OC)c1OC (configuration not stated),0.0%,-8%,-13%,-14%,8%,
CCC(=O)Nc1cccc(NC(=S)NC(=O)c2ccccc2)c1,2.1%,4%,-8%,34%,-3%,
CC1CCCN(C(=O)CCc2nnc(-c3ccc4c(c3)OCO4)o2)C1 (configuration not stated),2.0%,-19%,-9%,7%,-5%,
Cc1cccnc1NC(=O)CNC(=O)c1sc2ccccc2c1Cl,9.1%,13%,·,26%,-7%,
CN(C)c1nc(NCc2ccccc2)nc(SCC(N)=O)n1,0.2%,0%,6%,19%,-27%,
# Continued:
SMILES,inhibitors of VEEV,M. tuberculosis HTS,Salmonella PhoP GFP,tuberculosis growth,influenza NS1A,others
C=CCNc1oc(-c2cccs2)nc1S(=O)(=O)c1ccccc1,1.9%,10%,-8%,2%,2%,
COc1ccc(-c2csc(NC(=O)c3ccc(OCC(=O)N4CCOCC4)c(OC)c3)n2)cc1,9.4%,-2%,1%,16%,3%,
CN(C)c1ccc(C(CNC(=O)c2ccccc2F)c2c[nH]c3ccccc23)cc1 (configuration not stated),2.4%,14%,-4%,24%,17%,
COC(=O)[C@@H](Cc1ccccc1)NC(=O)Cn1cnc2c(SC)nc(N)nc21,1.1%,3%,·,-14%,-21%,
O=C(CSc1nc(=O)n(CCCN2CCOCC2)c2c1CCC2)Nc1ccc([N+](=O)[O-])cc1,5.2%,-1%,8%,10%,-3%,
Cc1ccc(Cl)c(NC(=S)N(CCCN2CCOCC2)Cc2ccco2)c1,i,6%,20%,18%,9%,
CC(C)n1nnnc1SCC(=O)NC1CCCC1,2.9%,7%,-3%,-11%,7%,
COc1ccc(C2C(C#N)=C(N)Oc3c2c(-c2ccccc2)nn3-c2ccccc2)c(OC)c1OC (configuration not stated),2.3%,-10%,-7%,5%,16%,
CC1CCN(Cc2c(C#N)c3ccccc3n2C)CC1,4.1%,9%,5%,43%,4%,
O=C(c1cc([N+](=O)[O-])ccc1N1CCN(S(=O)(=O)c2ccc(Cl)c(Cl)c2)CC1)N1CCOCC1,1.2%,-1%,-3%,38%,1%,
COC(=O)C1=CN(c2ccc(OC)cc2)C=C(C(=O)OC)C1c1cc(OC)c(OC)cc1OC,1.9%,-15%,-1%,-11%,19%,
Cc1cccc(OC(C)c2ccnc3nc(/N=C/N(C)C)nn23)c1 (configuration not stated),2.2%,-8%,-2%,4%,6%,
CCOc1cc(/C=N/NC(=O)CCc2n[nH]c(=O)[nH]c2=O)ccc1O,0.0%,11%,-3%,-15%,-3%,

# Taken from the listing for reference:
SMILES,inhibitors of VEEV,M. tuberculosis HTS,Salmonella PhoP GFP,tuberculosis growth,influenza NS1A,others
Cc1cccc(OC(C)c2ccnc3nc(/N=C/N(C)C)nn23)c1 (configuration not stated),2.2%,-8%,-2%,4%,6%,
CCOc1cc(/C=N/NC(=O)CCc2n[nH]c(=O)[nH]c2=O)ccc1O,0.0%,11%,-3%,-15%,-3%,
